# From PubChem
# LGR2 antag: Drosophila LGR2 receptor signaling inhibition | 380,000 compounds, 0.35% hits | inhibition, % at 9.99 µM | HEK293 LGR2, CRE-luciferase, bursicon-stimulated, 4 h;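 active = drop in luminescence signal, shown as inhibition above about 50% in the replicate tests, limit read from the data, passing the limit was not always enough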;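 also: agonist challenge used bursicon conditioned medium at about half maximal strength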
# C2C12 statin: suppressors of simvastatin-induced myotoxicity in C2C12 myotubes; ATP luminescence, 48 h; scaled: DMSO 0, geranylgeraniol control 100; rescue of ATP level, % at 7.49 µM; 330,000 compounds, 0.78% hits; AID 602340;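 active = mean ATP rescue above about 67%, or every replicate alone reaching that limit, limit read from the data, passing the limit was not always enough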;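 also: myotubes were challenged with 10 µM simvastatin during compound exposure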
# SIRT5 block: blocks human SIRT5 desuccinylation of peptide. Q9NXA8. Purified SirT5, succinyl-peptide AMC, trypsin-coupled fluorescence. inhibition, % at 15 µM. 330,000 compounds, 1.1% hits; in the data active = inhibition above about 15%
# Target sequence (Q9NXA8 whole entry, looked up): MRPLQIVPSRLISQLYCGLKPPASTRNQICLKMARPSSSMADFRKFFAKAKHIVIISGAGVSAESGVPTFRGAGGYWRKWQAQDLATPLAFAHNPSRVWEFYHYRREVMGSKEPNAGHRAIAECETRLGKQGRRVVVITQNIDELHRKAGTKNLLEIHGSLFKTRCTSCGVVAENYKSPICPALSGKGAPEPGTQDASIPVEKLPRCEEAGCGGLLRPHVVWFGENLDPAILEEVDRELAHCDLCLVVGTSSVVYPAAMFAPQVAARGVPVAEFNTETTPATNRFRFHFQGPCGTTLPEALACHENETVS
# FN deposit inh: fibronectin deposition inhibition. AID 743247. inhibition, % at 12.6 µM. 350,000 compounds, 0.086% hits. AH1F fibroblasts, Alexa488-fibronectin deposition fluorescence, overnight;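 active = mean inhibition across replicates of 30% or more, regardless of how many single replicates reach that level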;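 also: positive control wells lacked labelled fibronectin entirely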
#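 Assay system: AH1F fibroblasts assembling fluorescent fibronectin matrix; Amount: 10000 AH1F cells per well; Buffer or medium: DMEM, 2% serum; Probe or stimulus: Alexa488-fibronectin, 24 nM final in well; Doses: single compound dose, delivered by pin transfer; Incubation: 1 h adhesion, overnight exposure; Measured by: fluorescence 485/525 nm; Read-out: fibronectin deposition inhibition.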
# esBAF inh: blocks esBAF chromatin remodeling in mouse ES cells; Bmi1-luciferase knock-in reporter, 24 h; 100% = twice the neutral-well signal; reporter increase, % at 12.5 µM; 350,000 compounds, 2% hits; AID 602393; in the data active = activation above about 40%;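 also: 0% = median of the plate's neutral control wells and 100% = double that signal; a rise in the Bmi1 reporter signal indicates esBAF inhibition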
# Casp6 inh: blocks human caspase-6 cleavage activity | P55212 | purified caspase-6, Z-VEID-R110 cleavage fluorescence | inhibition, % at 12.5 µM | 350,000 compounds, 0.53% hits | AID 686996;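 active = mean inhibition across replicates at least about 35%, with every replicate also reaching that limit, limit read from the data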;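 also: 0% = median of neutral control wells and 100% = no fluorescence left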
# Target sequence (P55212 24-179 limits assumed): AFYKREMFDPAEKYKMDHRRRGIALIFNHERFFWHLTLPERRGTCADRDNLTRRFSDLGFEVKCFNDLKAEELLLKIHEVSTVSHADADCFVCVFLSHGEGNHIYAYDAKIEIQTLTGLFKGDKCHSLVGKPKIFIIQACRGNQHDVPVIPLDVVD
# Target sequence (P55212 194-293 limits assumed): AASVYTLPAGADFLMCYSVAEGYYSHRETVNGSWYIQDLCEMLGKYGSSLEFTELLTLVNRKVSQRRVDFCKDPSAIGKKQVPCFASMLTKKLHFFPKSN
# S100A4 inh HTS: blocks human S100A4 binding to myosin IIA peptide. 360,000 compounds, 0.14% hits. P26447. S100A4/TAMRA-MyoIIA peptide fluorescence polarization. inhibition, % at 10.7 µM;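 active = mean inhibition of at least 70% across replicates, with every replicate also reaching that level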
# Target sequence (P26447 whole entry, looked up): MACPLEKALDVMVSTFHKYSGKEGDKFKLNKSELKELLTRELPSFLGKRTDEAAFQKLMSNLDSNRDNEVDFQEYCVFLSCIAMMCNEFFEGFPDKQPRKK
#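 assay system = human S100A4 monomer with TAMRA-labelled myosin IIA peptide | also added = labelled myosin peptide probe, 5 nM | incubation = 5 min between mix addition and reading | control set = DMSO and TFP controls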
# * marks the source's active call; other numbers are inactive results; . = no result given; & = joins results of further samples; ! = not active in a repeat. An excerpt, so the mix of outcomes need not match the whole.
SMILES,LGR2 antag,C2C12 statin,SIRT5 block,FN deposit inh,esBAF inh,Casp6 inh,S100A4 inh HTS
CCCCC(=O)NNC(=S)NC(=O)C(c1ccccc1)c1ccccc1,7,.,-3,2,.,16,-1
O=C(C[C@H]1CC[C@H]2[C@@H](COC[C@@H](O)CN2Cc2ccccc2F)O1)N1CCc2ccccc2C1,-14,39,-2,6,5,-4,3
CCCCn1c(N)c(N(CC)C(=O)CSc2nnnn2-c2cc(C)ccc2C)c(=O)[nH]c1=O,12,0,.,2,-2,-3,-5
CCCCC1(C)NC(=S)N2N1C(=S)NC2(C)CCCC (configuration not stated),5,.,0,-8,.,6,2
CCOC(=O)Nc1sc(C)c(C)c1C(N)=O,14,.,-3,5,.,-4,1
C[C@@H]1CN([C@@H](C)CO)C(=O)c2cc(/C=C/c3ccccc3)cnc2O[C@@H]1CN(C)Cc1cncnc1,20,.,-12,-16,.,2,-7
COc1ccc(NC(=O)CN2CCCC2)cc1,-7,4,-2,0,-5,5,-1
O=C(C[C@H]1CC[C@@H]2[C@H](COC[C@H](O)CN2C(=O)Cc2ccccc2)O1)NC1Cc2ccccc2C1,6,-9,.,2,-3,.,.
CCOC(=O)c1sc2nc3n(c(=O)c2c1C)CCC3,-9,6,1,-8,17,1,-5
CO[C@H]1CN(C)C(=O)c2ccc(NC(=O)c3ccc(Oc4ccccc4)cc3)cc2OC[C@H](C)NC[C@@H]1C,-12,-64,2,-7,-5,-1,-100
N#Cc1ccccc1Sc1ccccc1C(=O)OCc1nnc(-c2ccccc2)o1,.,2,.,-2,5,.,.
CCCn1cnc2c(sc3nc4c(cc32)CSC(C)(C)C4)c1=O,-82,1,.,.,70*,.,.
COc1ccccc1NC(=O)c1ccc(-n2cccn2)c([N+](=O)[O-])c1,6,4,-3,-3,5,5,0
CCS(=O)(=O)Nc1ccc2c(c1)C(=O)N(C)[C@@H]1CC[C@@H](CC(=O)NC3CCCCC3)O[C@@H]1CO2,6,-1,6,-1,-1,2,-6
C[C@@H]1CN([C@H](C)CO)C(=O)CCCn2cc(nn2)CO[C@H]1CN(C)S(C)(=O)=O,13&6,3&2&-12,-2&2&-1,1&7,-3&-2&-3,-2&2&-1,116*!
COc1ccc(OCCSc2nc(C)c(Cc3ccccc3)c(=O)[nH]2)cc1,-29,.,-6,0,.,-2,6
NC(=O)CSc1nnc(CNc2cccc(Cl)c2)n1CCc1ccccc1,.,3,.,-7,-3,.,.
O=C(COc1ccc2c(-c3ccccc3)cc(=O)oc2c1)NCCCn1ccnc1,-2,21,-1,.,-1,-7,-3
COc1ccc(NC(=O)CSc2cc(C(=O)c3nccn3C)c3ccccc3n2)cc1,-5,.,-1,-7,.,-2,-5
O=C(N[C@@H]1CC[C@H](CCNS(=O)(=O)c2ccc(F)cc2)O[C@@H]1CO)C1CCCC1,1,0,-1,.,6,0,2

# 4 of the compounds above, with each value named:
SMILES: COc1ccc(OCCSc2nc(C)c(Cc3ccccc3)c(=O)[nH]2)cc1
  LGR2 antag = -29 | C2C12 statin = . | SIRT5 block = -6 | FN deposit inh = 0 | esBAF inh = . | Casp6 inh = -2 | S100A4 inh HTS = 6
SMILES: NC(=O)CSc1nnc(CNc2cccc(Cl)c2)n1CCc1ccccc1
  LGR2 antag = . | C2C12 statin = 3 | SIRT5 block = . | FN deposit inh = -7 | esBAF inh = -3 | Casp6 inh = . | S100A4 inh HTS = .
SMILES: O=C(COc1ccc2c(-c3ccccc3)cc(=O)oc2c1)NCCCn1ccnc1
  LGR2 antag = -2 | C2C12 statin = 21 | SIRT5 block = -1 | FN deposit inh = . | esBAF inh = -1 | Casp6 inh = -7 | S100A4 inh HTS = -3
SMILES: COc1ccc(NC(=O)CSc2cc(C(=O)c3nccn3C)c3ccccc3n2)cc1
  LGR2 antag = -5 | C2C12 statin = . | SIRT5 block = -1 | FN deposit inh = -7 | esBAF inh = . | Casp6 inh = -2 | S100A4 inh HTS = -5

# The listing continues:
SMILES,LGR2 antag,C2C12 statin,SIRT5 block,FN deposit inh,esBAF inh,Casp6 inh,S100A4 inh HTS
CCCCn1c(N)c(N(CCOC)C(=O)COc2ccc(OCC)cc2)c(=O)[nH]c1=O,-7,8,-4,-9,-3,10,1
COc1cc(C2C(C(=O)c3cc4ccccc4o3)=C(O)C(=O)N2c2cc(C)on2)cc(OC)c1OC (configuration not stated),27,14,-2,-30,10,0,-3
CC(C)NC(=O)Nc1ccc2c(c1)C(=O)N([C@H](C)CO)C[C@@H](C)[C@@H](CN(C)Cc1ccc(C(=O)O)cc1)O2,-11,-10,-7,.,-3,-1,6
CCOc1cc(C(=O)Nc2ccccc2F)cc(Br)c1OCC,-16,.,-1,3,.,3,-3
O=C1CS(=O)(=O)C(c2ccccc2)N1c1cccc(Cl)c1 (configuration not stated),.,.,4,.,.,3,-12
CCc1nc(SCC(=O)Nc2ccc([N+](=O)[O-])cc2)n[nH]1,-5,6,0,-18,-4,-3,2
COc1cc(CNCC(C)C)c(Br)cc1OCC(=O)NCc1ccccc1,.,-12,.,4,7,.,.
Cc1cc(C)cc(-n2c(C)cc(/C=N\NC(=O)COc3cccc4cccnc34)c2C)c1,28,.,-2,-10,.,2,-5
CCOc1ccc(/C=N/n2c(C)nnc2C)cc1OC,-7,.,-5,0,.,5,-5
O=C(Cn1c(-c2ccccc2)noc1=O)N1CCC(Cc2ccccc2)CC1,-4,.,1,-1,.,1,-5

# Some of these compounds in order of their number in esBAF inh, lowest first:
Structure	esBAF inh
CCc1nc(SCC(=O)Nc2ccc([N+](=O)[O-])cc2)n[nH]1	-4
COc1cc(CNCC(C)C)c(Br)cc1OCC(=O)NCc1ccccc1	7
COc1cc(C2C(C(=O)c3cc4ccccc4o3)=C(O)C(=O)N2c2cc(C)on2)cc(OC)c1OC (configuration not stated)	10

# Following part
SMILES,LGR2 antag,C2C12 statin,SIRT5 block,FN deposit inh,esBAF inh,Casp6 inh,S100A4 inh HTS
Cc1ccc(C2CC(c3ccc(Cl)cc3)n3nc(N)nc3N2)cc1 (configuration not stated),2,10,0,-6,11,-1,19
C[C@@H]1CCCCO[C@H](CN(C)Cc2ccccc2)[C@@H](C)CN([C@H](C)CO)C(=O)c2cc(NC(=O)Nc3ccc4c(c3)OCO4)ccc2O1,5,4,7,5,6,2,8
CCN(CC)C(=O)C(C)N(C#N)c1nc(NC(C)C)nc(NC(C)C)n1 (configuration not stated),.,-48,.,-12,1,.,.
CC(C)(C)C1CCC(OC(=O)c2cncc(Br)c2)CC1 (configuration not stated),8,-3,3,-9,2,5,-7
CC(=O)c1sc(NC(=O)c2ccc(C)cc2)nc1C,.,-22,.,-3,-13,.,.
COc1ccc(C(=O)Nc2cc(Cl)ccc2-n2cncn2)c(OC)c1OC,.,-8,-3,3,13,0,-55
O=C(CCc1nnc(CCc2ccccc2)o1)N1CCCCC1CCn1cccn1 (configuration not stated),-2,7,.,-1,15,.,.
C[C@H](CO)N1C[C@H](C)[C@@H](CN(C)S(=O)(=O)c2cccs2)Oc2c(NC(=O)Nc3ccc(F)cc3)cccc2C1=O,-3,-25,-4,5,-2,0,-5
Nc1ccc(C(=O)Nc2ccc(OC(F)(F)C(F)F)c(NC(=O)c3ccc(N)cc3)c2)cc1,-18,.,.,4,.,-1,-6
Cc1cccc(N(CC(=O)NC2CCCC2)C(=O)CCC(=O)Nc2cc(C)on2)c1,-5,-47,1,-3,-7,-1,1

# Complete entries as entered above. Values in the order: LGR2 antag | C2C12 statin | SIRT5 block | FN deposit inh | esBAF inh | Casp6 inh | S100A4 inh HTS
# Profile of C[C@H](CO)N1C[C@H](C)[C@@H](CN(C)S(=O)(=O)c2cccs2)Oc2c(NC(=O)Nc3ccc(F)cc3)cccc2C1=O : -3 | -25 | -4 | 5 | -2 | 0 | -5
# Profile of CC(C)(C)C1CCC(OC(=O)c2cncc(Br)c2)CC1 (configuration not stated) : 8 | -3 | 3 | -9 | 2 | 5 | -7

# (list continues)
SMILES,LGR2 antag,C2C12 statin,SIRT5 block,FN deposit inh,esBAF inh,Casp6 inh,S100A4 inh HTS
O=C(NCC1CCCO1)c1cc([N+](=O)[O-])ccc1Cl (configuration not stated),-12,3,-2,-2,2,0,0
CS(=O)(=O)N(CC(=O)N/N=C/c1ccc(OCC(=O)N2CCOCC2)cc1)c1ccccc1Cl,6,.,1,13,.,0,1
COc1ccc(-c2csc(N3C(=O)C4C5c6ccccc6C(c6ccccc65)[C@@H]4C3=O)n2)cc1 (some centres not stated),-2,-9,.,-3,7,.,.
CCOc1ccc(/C=N/n2c(-c3ccccc3)n[nH]c2=S)cc1,-10,7,4,-12,-5,-6,0
Cc1cccc(N(CC(=O)NC(C)C)C(=O)c2ccc(N3CCCC3)nc2)c1,7,.,-1,0,.,-2,4
Cc1noc(C)c1COc1ccccc1C(=O)Nc1cccc(S(=O)(=O)N(C)C)c1,-4,-4,1,-1,2,2,-3
COc1ccc(/C=N/n2cnc3c([nH]c4ccc(F)cc43)c2=O)cc1CN1CCCC1,6,-2,0,7,-5,-7,-2
Cc1cc(C)n2nc(C(=O)N/N=C/c3ccco3)nc2n1,6,8,-2,1,2,4,1
CN1CCN(C(=O)c2cnn(-c3ccccc3)c2NC(=O)c2ccccc2F)CC1,-8,3,.,.,-7,.,.
Cn1c(/C(C#N)=C(\O)c2ccc(S(=O)(=O)N3CCCCC3)cc2)nc2ccccc21,-12,-21,-1,-16,7,-1,-2
CO[C@@H]1CN(C)C(=O)c2ccc(NS(=O)(=O)c3cccc(F)c3)cc2OC[C@@H](C)N(C(=O)Cc2cccnc2)C[C@@H]1C,23,13,.,-11,2,1,-2
CC1=Nc2ccccc2NC(=O)C1Sc1nnc(C)s1 (configuration not stated),.,0,.,0,1,.,.
Clc1cccc(OCCCn2ccnc2)c1,-34,-5,-2,-14,-3,-3,18
O=C(CN1C(=O)C2CC=CCC2C1=O)Nc1nc(-c2ccc(F)cc2)cs1 (configuration not stated),10,-29,-4,-4,4,4,-7
O=C(Nc1cc(F)ccc1F)N1CCCCN2[C@H](CO)[C@@H](c3ccc(-c4cncnc4)cc3)[C@@H]2C1,11,.,1,.,.,-1,6
COc1ccc(NC(=O)N(C)C[C@H]2Oc3ccc(NC(=O)NC4CCCCC4)cc3CC(=O)N([C@H](C)CO)C[C@@H]2C)cc1,6,14,3,-10,-2,1,-11
O=C(c1ccco1)N1CCN(C(=O)c2ccc(-c3cccc(C(F)(F)F)c3)o2)CC1,6,.,1,-1,.,1,-2
COc1ccc(C(=O)COC(=O)Cc2n[nH]c(=O)c3ccccc23)c(OC)c1,3,15,-4,5,3,-4,-7
CC(=O)Nc1ccccc1C(=O)C(=O)Nc1ccc(F)cc1,.,-13,.,7,15,.,.
Cn1c(-c2cccc(Br)c2)cnc1NCc1cccnc1,.,5,.,3,-8,.,.
O=C(NCCc1c[nH]c2ccccc12)C(=O)NCC1OCCCN1S(=O)(=O)c1cccs1 (configuration not stated),-5,.,5,.,.,1,-3
Cc1nc2nc(C)c(NS(=O)(=O)c3ccc(C4CCCCC4)cc3)c(=O)n2[nH]1,-3,7,.,-1,5,0,-3
CN(Cc1nc(-c2cccc(Cl)c2)no1)C1CCOCC1,-23,.,-4,-15,.,2,0
CCC(=O)N1CC2(CN(C(=O)Nc3c(C)noc3C)C2)c2c([nH]c3cc(OC)ccc23)[C@H]1CO,-9,.,2,.,.,2,6
CC1C(=O)N(Cc2cn(CCC3OCCO3)nn2)CCS(=O)(=O)N1Cc1ccc(-c2ccc(F)cc2)cc1 (configuration not stated),-14,5,-1,6,6,1,-2
CCc1nn2cc(C(=O)c3ccccc3O)cnc2c1-c1ccc(F)cc1,.,.,-5,2,.,0,0
OC(CCCC(O)c1ccccc1)c1ccccc1 (configuration not stated),-3,6,.,.,-3,-1,0
